USP2a block: inhibitors of human ubiquitin-specific protease USP2a | 330,000 tested, 0.01% active | O75604 | USP2 core, Ub-CHOP2 coupled fluorogenic reporter, 485/531 | AID 463254 | Potency, µM (doses to about 38.3 µM), inactives show at the highest dose activity change, negative = inhibition, most hits filed as inhibitors;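 note: potency is the fitted concentration of half-maximal effect; plate controls were DMSO wells for no effect and full inhibition by NEM control for full effect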
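Deubiquitinase activity read as fluorescence (485/531 nm) after Ub-CHOP2 cleavage activates the enterokinase reporter on its substrate; USP2 core 10nM, Ub-CHOP2 and substrate 25nM each, 30min compound preincubation then 60min RT; data normalized to NEM, curves fitted.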
TRPV1 agonist: agonists of human vanilloid receptor 1 (TRPV1); Q8NER1; TRPV1-expressing cells, Fluo-8 calcium influx, agonist mode; activation, % at 8.33 µM; 320,000 tested, 0.19% active; AID 540275; in the data active = activation above about 80%; inconclusive = between about 30% and that limit; note: 0% is about no effect
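Fluo-8 calcium influx in TRPV1-expressing cells, kinetic read (ex 480/em 520 nm). Compound added and read 3 min for agonist activity, followed by capsaicin at EC20 final and 2 min further read for enhancement.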
B2AR arrestin: recruits beta-arrestin to the human beta2-adrenergic receptor. P07550. beta-arrestin recruitment to beta2AR, cell-based reporter. Potency, µM (top dose mostly 46.1 µM), for the others: top-dose activation, most hits filed as activators. 330,000 tested, 0.02% active;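 note: potency is the fitted concentration of half-maximal effect; 0% = DMSO controls and full agonism = EC100 isoproterenol or metaproterenol; nearly all actives have a fitted effect of over 65% in size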
uPA surface inh: cell surface uPA generation inhibition | cell surface uPA generation assay, qHTS | Potency, µM (doses to about 38.3 µM), for the others: top-dose activity change, negative = inhibition, hits mostly inhibitors | 330,000 tested, 0.31% active; active = well fitted inhibition curve with a large enough effect; inconclusive = small, poorly fitted or top-dose-only effect; inactive = no such curve, though single readings can be large or run the other way; tested in mouse RAW 264.7 cells; note: potency is the fitted concentration of half-maximal effect; % is set by controls: 0 for no effect and ±100 for the full control effect; nearly all actives have a fitted effect of over 55% in size
BRCA1 expr up: activators of BRCA1 expression. AID 624202. MCF7-BRCA1-FFLuc reporter, luminescence, 48 h; response scale: scaled: vehicle 0%, 10 µM genistein 100%. Potency, µM (highest dose often 46.1 µM), inactives show top-dose activation, actives largely listed as activators. 380,000 tested, 1.1% active; note: potency is the fitted concentration of half-maximal effect; nearly all actives have a fitted effect of over 80% in size; some results filed as inactive show a strong effect at the top dose
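Luminescence from a BRCA1-driven firefly luciferase in MCF7 cells was read after 48 h compound exposure at 37 C. Data normalized against DMSO and a 10microM genistein activation control, then curve-fitted across the titration.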
ELG1 genotox: induces genotoxicity in HEK293T cells with luciferase-tagged ELG1. 330,000 tested, 1.3% active. Potency, µM (highest dose often 46 µM), for the others: at the top dose activity change, positive = activation, most hits filed as activators. HEK293T ELG1-luciferase reporter, luminescence, 16 h. AID 504466; note: potency is the fitted concentration of half-maximal effect; % of control where 0% means no effect; nearly all actives have a fitted effect of over 60% in size
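Luminescence read-out: rising ELG1-luciferase signal, reflecting elevated ELG1 protein under genetic stress, flags genotoxic compounds. Cells were treated for 16 hr at 37 °C before ONE-Glo detection.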
PTAP TSG101 blk: blocks PTAP/TSG101 interaction to inhibit HIV-1 budding; AID 493005; Potency, µM (top dose mostly 115 µM), for inactives: top-dose activity change, negative = inhibition, usual class: inhibitors; Fluorescence polarization, FITC-PTAP peptide / Tsg101 binding; Q99816; 340,000 tested, under 10 active; active = well fitted inhibition curve with a large enough effect in the main read-out, with a control signal flat, not every such curve was filed as active; inconclusive = small, poorly fitted or top-dose-only effect, or effect the other way, or a change in a side signal; inactive = no such curve, though single readings can be large or run the other way; note: potency is the fitted concentration of half-maximal effect; % of control where 0% means no effect
Target sequence (Q99816 whole entry, looked up): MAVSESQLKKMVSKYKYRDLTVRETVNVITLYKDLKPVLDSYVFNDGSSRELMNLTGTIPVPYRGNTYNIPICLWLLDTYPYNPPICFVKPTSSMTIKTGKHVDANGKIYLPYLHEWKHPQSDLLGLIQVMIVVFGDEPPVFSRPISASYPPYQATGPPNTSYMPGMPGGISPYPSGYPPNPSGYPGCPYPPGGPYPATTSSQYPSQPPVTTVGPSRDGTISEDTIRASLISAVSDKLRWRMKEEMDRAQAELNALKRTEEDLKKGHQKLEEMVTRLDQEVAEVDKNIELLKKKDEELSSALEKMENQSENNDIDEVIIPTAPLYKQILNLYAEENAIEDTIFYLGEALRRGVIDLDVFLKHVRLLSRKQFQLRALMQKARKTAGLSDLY
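Fluorescence polarization binding of Tsg101 binding domain (10 uM final) to FITC-labeled PTAP peptide (50 nM final) in HEPES pH 7.5 buffer with NaCl, Tween 20, EDTA, TCEP. Compounds added before peptide; binding 20 min at RT.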
Eya2 phos inh: inhibitors of human Eya2 phosphatase activity | O00167 | recombinant Eya2, OMFP fluorescence dephosphorylation (OMFP is methylfluorescein phosphate) | Potency, µM (doses to about 76.9 µM), for the others: at the highest dose activity, negative = inhibition, actives largely listed as inhibitors | 330,000 tested, 0.006% active | AID 488837; note: potency is the fitted concentration of half-maximal effect; % is set by controls: 0 for no effect and ±100 for the full control effect
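Eya2 protein (added as 0.2 uM solution) was preincubated with compound for 10 min at ambient temperature in 50 mM HEPES pH 7.5, 50 mM NaCl, 5 uM MgCl2, 0.05% BSA, 1 mM DTT. OMFP (added at 50 uM) then reacted 10 min; fluorescence read at 485/525 nm.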
p53 reactivation: restores transcriptional activity of mutant p53; Potency, µM (top dose mostly 92.2 µM), inactives show top-dose activity change, positive = activation, actives largely listed as activators; 320,000 tested, 0.063% active; H1299 p53-A138V BP100-luciferase reporter, luminescence, 24 h; note: potency is the fitted concentration of half-maximal effect; % of control where 0% means no effect; nearly all actives have a fitted effect of over 45% in size
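p53-null H1299 cells stably carrying temperature-sensitive p53-A138V and a BP100-luciferase reporter were pinned with compounds (4-point, 1:5 series) and held 24 hrs at 37 deg C. Luminescence was read 10 min after detection reagent.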
ASM inhibitor: blocks human secretory acid sphingomyelinase; P17405; placental ASM, HMU-PC fluorogenic substrate, 60 min; Potency, µM (titrated, usually from 57.5 µM), inactives show top-dose activity change, negative = inhibition, usual class: inhibitors; 340,000 tested, 0.006% active; note: potency is the fitted concentration of half-maximal effect
Target sequence (P17405 47-631 limits assumed): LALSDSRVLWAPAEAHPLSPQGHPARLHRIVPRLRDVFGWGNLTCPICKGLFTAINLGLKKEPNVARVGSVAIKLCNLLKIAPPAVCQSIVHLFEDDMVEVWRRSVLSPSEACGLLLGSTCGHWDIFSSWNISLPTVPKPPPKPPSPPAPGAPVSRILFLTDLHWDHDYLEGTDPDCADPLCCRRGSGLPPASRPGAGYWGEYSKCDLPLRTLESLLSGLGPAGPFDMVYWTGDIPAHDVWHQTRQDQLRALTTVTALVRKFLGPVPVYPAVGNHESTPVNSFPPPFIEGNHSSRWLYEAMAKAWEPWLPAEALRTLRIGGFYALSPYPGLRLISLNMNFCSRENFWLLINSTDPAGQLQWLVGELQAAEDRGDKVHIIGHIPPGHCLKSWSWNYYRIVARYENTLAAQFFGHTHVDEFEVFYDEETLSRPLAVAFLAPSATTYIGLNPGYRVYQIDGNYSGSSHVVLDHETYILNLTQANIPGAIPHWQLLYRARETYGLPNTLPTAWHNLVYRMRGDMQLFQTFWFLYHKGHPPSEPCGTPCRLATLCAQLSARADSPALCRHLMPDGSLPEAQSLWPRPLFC
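Steps: dispense placental human ASM, pin compound, wait 10 min at room temperature, add HMU-PC0 substrate at 9 uM final, incubate 60 min at 37 °C, add stop solution raising pH to 10, read fluorescence.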
a7 integrin act: activates integrin-mediated alleviation for muscular dystrophy; alpha7betagal myoblasts, beta-gal FDG fluorescence, 48 h; Potency, µM (highest dose often 38.3 µM), inactives show top-dose activation, most hits filed as activators; 350,000 tested, 0.064% active;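 note: potency is the fitted concentration of half-maximal effect; 100% = response of the positive control SU9516; nearly all actives have a fitted effect of over 60% in size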
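alpha7betagal+/- myoblasts (passage 13, 250/well) treated 48 h at 37C with compounds at 1:260 dilution of DMSO stock. Lysed, then beta-galactosidase activity read as FDG fluorescence (ex 480/em 540) after 30 min, with pre-read for autofluorescence.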
* marks the source's active call; other numbers are inactive results; i = inactive; u = inconclusive; x = no result given; & = joins results of further samples; [ ] = remark or other dose. Unless noted, calls come from the whole dose curve; as a rule, active = well fitted curve in the direction sought with a large enough effect; inconclusive = small, poorly fitted or top-dose-only effect, or another doubt; inactive = no such curve, though single readings can be large; an effect the other way counts as inactive or inconclusive.

#1 CSCC[C@H](N)C(=O)NC[C@H]1O[C@@H](n2cnc3c(N)ncnc32)[C@H](O)[C@@H]1O
#2 COC(=O)CCC(=O)Nc1cccc2ccccc12
#3 O=C(CSc1nnc(-c2ccccc2F)o1)OCc1ccccc1
#4 O=C(C1=C(O)C(=O)N(Cc2ccco2)C1c1cccnc1)c1cc2ccccc2o1 (stereo not given)
#5 Cc1nnsc1C(=O)N1CCCC(N2CCN(c3ccc(F)cc3)CC2)C1 (stereo not given)
#6 COC(=O)CSc1nnc(-c2ccccn2)n1Cc1ccco1
#7 Cc1ccccc1NC(=O)Cc1nc(COC(=O)c2ccc(S(C)(=O)=O)c([N+](=O)[O-])c2)cs1
#8 C#Cc1ccc(CN2CCC(N3CCC(C(=O)NCc4ccccn4)CC3)CC2)cc1
#9 O=C(CSCC(=O)NN=Cc1ccccc1)NN=Cc1ccccc1
#10 O=C(N/N=C/c1ccc(O)cc1O)c1ccc(CN2C(=O)c3cccc4cccc2c34)cc1

Compound	1	2	3	4	5	6	7	8	9	10
USP2a block	2%	-1%	1%	0%	1%	-1%	-1%	1%	x	-9%
TRPV1 agonist	x	-2	17	-1	2	0	0	3	x	14
B2AR arrestin	0.2%	-0.5%	-0.2%	-0.1%	-0.5%	-0.7%	-0.3%	-0.9%	x	0.4%
uPA surface inh	3%	-2%	-5%	-1%	3%	0%	u	-1%	-1%	-16%
BRCA1 expr up	-27%	-7%	3%	-31%	-4%	-5%	-85%[inhibitor]	-22%	-5%	-79%
ELG1 genotox	8%	-1%	1%	-21%	-5%	1%	-6%	-7%	x	14%
PTAP TSG101 blk	-4%	-8%	2%	-4%	-3%	0%	-3%	1%	-2%	0%
Eya2 phos inh	-11%	0%	5%	-3%	-5%	0%	21%	7%	x	-10%
p53 reactivation	-2%	-9%	12%	-1%	-4%	-3%	-34%[inhibitor]	-2%	x	1%
ASM inhibitor	4%	-2%	-2%	-7%	0%	1%	-9%	2%	-5%	-4%
a7 integrin act	-3%	-16%	14%	-44%[inhibitor]	5%	1%	-60%[inhibitor]	-19%	7%	-2%

#11 CCc1cc(-c2n[nH]c(=S)n2CC)cs1
#12 Cc1ccc(S(=O)(=O)NCCSc2nnnn2-c2ccccc2)cc1
#13 Cc1cccc(N(C(=O)c2snc(C(N)=O)c2N)C(C(=O)NCC2CCCO2)c2cccs2)c1 (stereo not given)
#14 COC(=O)c1ccc(OCC(=O)c2cccc(OC)c2)cc1
#15 Cn1c(=O)oc2cc(S(=O)(=O)N3CCCC(C(=O)NCC4COc5ccccc5O4)C3)ccc21 (stereo not given)
#16 CC(=O)Nc1ccc(OCC(O)Cn2c(C)nc3ccccc32)cc1 (stereo not given)
#17 CCCC1OC(c2cc3c(cc2Cl)OCO3)OCC1CC (stereo not given)
#18 CCSCCNC(=O)c1cc(-n2cnnc2)ccc1Cl
#19 S=c1[nH]nc(CSCCOc2ccc(Cl)cc2Cl)o1
#20 CCCn1c(Cc2ccccc2)n[nH]c1=S

Compound	11	12	13	14	15	16	17	18	19	20
USP2a block	0%	0%	1%	-1%	4%	2%	x	0%	1%	2%
TRPV1 agonist	-2	3	11	9	6	1	x	0	0	-1
B2AR arrestin	-0.1%	-0.9%	9.7%	0.8%	-0.2%	-0.2%	x	-0.8%	-0.4%	0.2%
uPA surface inh	-2%	-3%	-12%	3%	-16%	1%	0%	4%	0%	-3%
BRCA1 expr up	9%	7%&0%	-34%	2µM*	7%	0%	-64%	0%	31%	0%
ELG1 genotox	2%	-6%	-5%	u	-11%	-6%	x	-2%	5%	1%
PTAP TSG101 blk	-4%	0%	-8%	-10%	-1%	-6%	1%	-5%	-9%	-10%
Eya2 phos inh	0%	-4%	7%	7%	-3%	-5%	x	-3%	15%	-8%
p53 reactivation	-6%	1%	-5%	u	-4%	-1%	x	-1%	0%	1%
ASM inhibitor	1%	0%	i	-1%	-3%	-1%	-2%	-1%	4%	3%
a7 integrin act	0%	5%	-42%[inhibitor]	7%	-8%	-7%	-44%	5%	u	-1%

Five successive entries already listed:
#15 Cn1c(=O)oc2cc(S(=O)(=O)N3CCCC(C(=O)NCC4COc5ccccc5O4)C3)ccc21 (stereo not given)
#16 CC(=O)Nc1ccc(OCC(O)Cn2c(C)nc3ccccc32)cc1 (stereo not given)
#17 CCCC1OC(c2cc3c(cc2Cl)OCO3)OCC1CC (stereo not given)
#18 CCSCCNC(=O)c1cc(-n2cnnc2)ccc1Cl
#19 S=c1[nH]nc(CSCCOc2ccc(Cl)cc2Cl)o1

Compound	15	16	17	18	19
USP2a block	4%	2%	x	0%	1%
TRPV1 agonist	6	1	x	0	0
B2AR arrestin	-0.2%	-0.2%	x	-0.8%	-0.4%
uPA surface inh	-16%	1%	0%	4%	0%
BRCA1 expr up	7%	0%	-64%	0%	31%
ELG1 genotox	-11%	-6%	x	-2%	5%
PTAP TSG101 blk	-1%	-6%	1%	-5%	-9%
Eya2 phos inh	-3%	-5%	x	-3%	15%
p53 reactivation	-4%	-1%	x	-1%	0%
ASM inhibitor	-3%	-1%	-2%	-1%	4%
a7 integrin act	-8%	-7%	-44%	5%	u

Continuation:
#21 CCN1C[C@@H]2[C@@H]3C(=O)N(Cc4ccccc4)C(=O)[C@@H]3[C@](CC)(C1=O)N2C(=O)c1ccc(C(C)(C)C)cc1
#22 Cc1c(NS(=O)(=O)c2ccc(C(=O)NCc3ccccc3)cc2)c(=O)n(-c2ccccc2)n1C
#23 CCOC(=O)c1c(NC(=O)CSc2nnc(CNC(=O)c3ccco3)n2C)sc2c1CCC2
#24 CCOC(=O)C1=C(C)N=c2s/c(=C/c3ccc(OCC(=O)O)cc3)c(=O)n2C1c1ccc(OC)cc1OC (stereo not given)
#25 Cc1c(O)c(=O)n(-c2ccccc2)n1C
#26 COc1ccc(CNC(=O)C(=O)NCC2CCCO2)cc1 (stereo not given)
#27 c1ccc(CN2OCC3Cn4c(nc5ccccc54)C32)cc1 (stereo not given)
#28 COc1cc(C(=O)Oc2ccccc2N)cc(OC)c1OC
#29 O=c1[nH]nc(Sc2ncnc3sccc23)n1CCc1ccccc1
#30 O=C(NCc1cccc2ccsc12)c1cccs1

Compound	21	22	23	24	25	26	27	28	29	30
USP2a block	x	2%	1%	0%	0%	2%	7%	1%	3%	-1%
TRPV1 agonist	x	3	-3	-5	4	2	-1	1	15	20
B2AR arrestin	x	0.4%	-0.7%	-0.1%	0.0%	-0.1%	-0.1%	-0.1%	-0.5%	0.1%
uPA surface inh	9%	-5%	x	4%	-8%	3%	4%	8%	-8%	-11%
BRCA1 expr up	-11%	-16%	1%	2%	-18%	4%	1%	-40%	-98%[inhibitor]	u
ELG1 genotox	x	-3%	0%	1%	-13%	0%	3%	-2%	-15%	9%
PTAP TSG101 blk	-6%	-5%	-4%	1%	0%	-6%	-5%	-2%	-3%	-7%
Eya2 phos inh	x	4%	3%	10%	-11%	-5%	2%	8%	11%	2%
p53 reactivation	x	0%	-9%	4%	3%	-5%	2%	-4%	-39%[inhibitor]	u
ASM inhibitor	-1%	5%	11%	-2%	-4%	4%	5%	-3%	-2%	-1%
a7 integrin act	9%	19%	-13%	u	x	-46%[inhibitor]	10%	2%	-55%[inhibitor]	14%

#31 O=C(Nc1ccccc1-c1ccccc1)C1CCCC1
#32 COc1cc(C2NC(=O)CCC2[N+](=O)[O-])cc(Br)c1OC (stereo not given)
#33 CC(On1c(-c2ccccc2)nc2ccc(Cl)cc21)C(=O)O (stereo not given)
#34 CCOC(=O)c1nnc(-c2ccc(C)cc2)nc1Sc1ccc(Cl)cc1
#35 CCCn1nnnc1NC(=O)COc1ccc(CC)cc1

Compound	31	32	33	34	35
USP2a block	1%	5%	-1%	1%	-2%
TRPV1 agonist	0	-5	-2	3	-2
B2AR arrestin	-0.1%	0.0%	-0.2%	-0.1%	-0.7%
uPA surface inh	-9%	1%	3%	3%	1%
BRCA1 expr up	-41%	-8%	-5%	21%	3%
ELG1 genotox	-4%	0%	6%	-7%	1%
PTAP TSG101 blk	2%	-6%	-2%	0%	-4%
Eya2 phos inh	11%	-5%	10%	22%	-13%
p53 reactivation	1%	-2%	-9%	-4%	0%
ASM inhibitor	-1%	2%	3%	-2%	3%
a7 integrin act	-34%	0%	u	18%	13%
